# Shiga inhibitor: inhibitors of Shiga toxin in Vero cells. Vero cells, Shiga toxin protein synthesis inhibition reporter. inhibition, % at 38.7 µM. hit rate 9.2% among 290,000. AID 2315; in the data active = inhibition mostly above about 28%, no sharp cut-off; inactive = mostly below about 43%; note: 0% is about no effect
# Cycloheximide cs: counter-screen hit for Shiga toxin inhibitors, cycloheximide; cell reporter, cycloheximide protein synthesis inhibition counterscreen; max response, %; hit rate 12% among 300,000; AID 2314; in the data active = max response mostly above about 13%, no sharp cut-off; inactive = mostly below about 14%; note: read at 38.3 µM for the half of the compounds with a filed dose; 0% is about no effect
# Pf growth 96h: P. falciparum growth inhibition at 96 hours; P. falciparum luciferase reporter growth, 96 h; Potency, µM (top dose mostly 28.7 µM), for inactives: at the highest dose activity change, negative = inhibition, actives largely listed as inhibitors; hit rate 6.9% among 320,000; AID 504834; note: potency is the fitted concentration of half-maximal effect; % is set by controls: 0 for no effect and ±100 for the full control effect
#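 Luminescence readout: decreased luciferase signal marks inhibited growth of reporter-expressing P. falciparum in infected red cells (2% hematocrit, 0.05% parasitemia final), exposed to compound two generations (96 h, 37 C, 5% CO2).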
# FBPA Giardia inh: blocks Giardia fructose-bisphosphate aldolase activity; hit rate 0.71% among 290,000; AID 2451; purified Giardia FBPA; Potency, µM (series often up to 59.6 µM), inactives show at the top dose activity, negative = inhibition, most hits filed as inhibitors; note: potency is the fitted concentration of half-maximal effect; % is set by controls: 0 for no effect and ±100 for the full control effect; nearly all actives have a fitted effect of over 55% in size
# Target sequence (A8B2U2 whole entry, looked up): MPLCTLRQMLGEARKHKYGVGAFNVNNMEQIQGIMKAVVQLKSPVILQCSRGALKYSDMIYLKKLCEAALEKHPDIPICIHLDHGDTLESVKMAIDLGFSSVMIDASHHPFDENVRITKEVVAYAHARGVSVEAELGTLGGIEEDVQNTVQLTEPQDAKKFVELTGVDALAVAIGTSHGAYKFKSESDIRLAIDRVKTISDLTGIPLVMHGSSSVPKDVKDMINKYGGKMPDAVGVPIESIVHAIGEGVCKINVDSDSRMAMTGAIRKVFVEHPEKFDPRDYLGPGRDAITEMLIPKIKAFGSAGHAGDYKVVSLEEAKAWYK
#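 40 nM FBPA preincubated 10 min at RT with compound (up to 57.5 uM final), then substrate plus GAPDH/TPI/NAD/arsenate coupling and diaphorase/resazurin added. Fluorescence read after 20 min at RT, 525/598 nm.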
# HCV inh: blocks hepatitis C virus; Potency, µM (highest dose often 41.8 µM), for inactives: top-dose activity change, negative = inhibition, usual class: inhibitors; Huh7.5.1 HCVcc-Cre infection, luciferase reporter, 44 h; hit rate 3.4% among 340,000; AID 651820; note: potency is the fitted concentration of half-maximal effect; % is set by controls: 0 for no effect and ±100 for the full control effect
#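 Compounds are dispensed onto cells plated 4 h earlier at 1,000 per well, with HCVcc-Cre virus (about 0.5 moi) added next. Following 44 h of culture, luminescent signal is measured for 15 sec after 15 min with substrate at room temperature.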
# Pf growth 48h: P. falciparum growth inhibition at 48 hours (one generation). Potency, µM (doses to about 28.7 µM), without a hit: top-dose activity change, negative = inhibition, actives largely listed as inhibitors. P. falciparum luciferase growth in erythrocytes, 48 h. hit rate 5.9% among 310,000. AID 504832; note: potency is the fitted concentration of half-maximal effect; % is set by controls: 0 for no effect and ±100 for the full control effect
#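 Luminescence readout; reporter = integrated firefly luciferase in P. falciparum. RBC culture at 2% hematocrit, 0.1% parasitemia final, 37 C/5% CO2; decreased signal taken as growth inhibition.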
# Active calls of the source: *; ? = inconclusive; / = no result given; [ ] = remark or other dose. Unless noted, calls come from the whole dose curve; as a rule, active = well fitted curve in the direction sought with a large enough effect; inconclusive = small, poorly fitted or top-dose-only effect, or another doubt; inactive = no such curve, though single readings can be large; an effect the other way counts as inactive or inconclusive.
item | structure | Shiga inhibitor | Cycloheximide cs | Pf growth 96h | FBPA Giardia inh | HCV inh | Pf growth 48h
1 | COc1ccc(OC)c(S(=O)(=O)NCc2cccnc2)c1 | -6 | 1 | 89%[activator] | 0% | -2% | -10%
2 | CC(Cc1c[nH]c2ccccc12)C(=O)O (stereo unspecified) | -2 | -2 | 47% | 1% | 38%[activator] | 20%
3 | CCOc1ccc(C=NCC(O)c2ccccc2)cc1 (stereo unspecified) | -2 | -2 | 37%[activator] | -2% | 7% | -9%
4 | COc1ccc(C(=O)NC2CCCc3ccccc32)cc1OC1CCN(C(C)=O)CC1 (stereo unspecified) | -10 | 9 | ? | / | 0% | -44%
5 | CCn1nccc1C(=O)Nc1ccc(Cl)cc1Cl | 40* | 23* | -8%[5.75 µM] | -1% | ? | 38%[activator]
6 | COc1cccc(S(=O)(=O)NCC(=O)Nc2ccc(C(C)(C)C)cc2)c1 | 11 | -1 | ? | -12% | 9% | ?
7 | Cc1ccc(S(=O)(=O)NCCC(=O)Nc2nnc(C)s2)cc1 | 3 | 7 | 18% | 19% | 14% | 13%
8 | CN(C=O)CP(=O)(O)CN1CCCCC1 | -2 | -2 | 242%[activator] | -1% | / | 19%
9 | CC(=O)OCC1=C(C(=O)O)N2C(=O)C(NC(=O)Cn3nc(C(F)F)c(Cl)c3C)C2SC1 (stereo unspecified) | -10 | -2 | 24% | -8% | 9% | -16%
10 | O=C(CN1C(=O)COc2ccc(S(=O)(=O)N3CCCC3)cc21)Nc1cccc(F)c1 | -11 | 0 | ? | 4% | -8% | 0%
11 | Cc1c(Cl)cccc1Nc1nc(N)nc(CSc2ncccn2)n1 | 13 | 17 | ? | -2% | -12% | /
12 | CCc1nc(SCC(=O)Nc2ccc(Br)cn2)n[nH]1 | -34 | 2 | 75%[activator] | / | / | 10%
13 | CCn1c(SCC(N)=O)nnc1-c1ccc2c(c1)OCO2 | -6 | 12 | 15% | 5% | 9% | 21%
14 | CCNC(=S)N1CCN(c2ccc([N+](=O)[O-])cc2)CC1 | -14 | -1 | 6.6µM* | -3% | -3% | 12µM*
15 | COc1cccc(CN2CCN(C3CCN(c4cccc(C)c4C)CC3)CC2CCO)c1 (stereo unspecified) | -18 | -6 | 19% | 2% | 11µM* | ?
16 | Cc1nn(-c2ccccc2)c(C)c1/C=C/C(=O)OCC(=O)N(C)C1CCS(=O)(=O)C1 (stereo unspecified) | -7 | -2 | -2% | 2% | -1% | -15%
17 | CCn1c(SCc2cccc(OC)c2)nc2ccccc2c1=O | -2 | 2 | ? | -1% | -19% | -28%
18 | O=C(NC(=S)Nc1cccc2c(O)cccc12)c1ccccc1[N+](=O)[O-] | 18 | 12 | ? | -21% | -26% | 8%
19 | COC(=O)c1ccc(CSc2nnc(-c3ccncc3)o2)cc1 | -1 | -1 | 12% | 7% | 15% | 14%
20 | Cc1ccc(-c2csc3ncnc(SCC(N)=O)c23)cc1 | 22 | 6 | 67%[activator] | 1% | ? | -3%
21 | COc1cccc(CN(C)CC(=O)Nc2cccc(C(F)(F)F)c2)c1OC | -7 | 5 | ? | -6% | 10µM* | ?
22 | Cn1c(CNC(=O)c2ccccc2F)nnc1SCC(=O)Nc1nnc(C2CC2)s1 | 4 | -8 | -1% | / | 16% | -5%
23 | COc1ccccc1NC(=S)NNC(=O)c1ccc(Cl)cc1Cl | 51* | 31* | 453%[activator] | ? | 32%[activator] | 265%[activator]
24 | O=[N+]([O-])c1ccccc1CNCCc1c[nH]c2ccccc12 | -2 | -1 | -29% | ? | -8% | 2.9µM*
25 | O=C(Nc1cc(C(F)(F)F)ccc1N1CCOCC1)c1ccc(F)cc1 | -9 | 2 | -26% | -9% | ? | 0%
26 | CCc1cc2c(=O)c(-c3nc4ccccc4[nH]3)coc2c(CN2CCCCC2C)c1O (stereo unspecified) | -2 | -2 | 0.74µM* | 2% | ? | 1.5µM*
27 | Cn1cccc1-c1cc(C(=O)N/N=C/C=C/c2ccccc2)[nH]n1 | -6 | -2 | ? | -5% | ? | ?
28 | Cc1cccc(N(C)C(=O)CN2C(=O)COc3ccc(S(=O)(=O)N4CCCCCC4)cc32)c1 | 4 | -3 | -30% | / | ? | ?
29 | CCCOc1ccc(-c2nc(C#N)c(NCC3CCCO3)o2)cc1 (stereo unspecified) | -5 | -1 | ? | -6% | ? | /
30 | COc1cc(OC)cc(N(C(=O)c2ccco2)C(C(=O)NC2CCCC2)c2ccc(N3CCOCC3)cc2)c1 (stereo unspecified) | -19 | 0 | -16% | -2% | -11% | ?

# Compound profiles, from the list above. Values in the order: Shiga inhibitor, Cycloheximide cs, Pf growth 96h, FBPA Giardia inh, HCV inh, Pf growth 48h
# Cn1cccc1-c1cc(C(=O)N/N=C/C=C/c2ccccc2)[nH]n1 across the screens: -6, -2, ?, -5%, ?, ?
# CCn1nccc1C(=O)Nc1ccc(Cl)cc1Cl across the screens: 40*, 23*, -8%[5.75 µM], -1%, ?, 38%[activator]
# CCc1nc(SCC(=O)Nc2ccc(Br)cn2)n[nH]1 across the screens: -34, 2, 75%[activator], /, /, 10%

# A few values from the list.
# In FBPA Giardia inh, cpd 29 has the entry -6%
# In FBPA Giardia inh, cpd 27 has the entry -5%
# In Pf growth 48h, cpd 9 has the entry -16%
# In Cycloheximide cs, cpd 18 has the entry 12
# In HCV inh, cpd 21 has the entry 10µM*
# In Shiga inhibitor, cpd 24 has the entry -2
# In Cycloheximide cs, cpd 16 has the entry -2

# Continued:
item | structure | Shiga inhibitor | Cycloheximide cs | Pf growth 96h | FBPA Giardia inh | HCV inh | Pf growth 48h
31 | Cc1ccc(Nc2ncnc3c2nnn3Cc2ccccc2)cc1 | 49* | 23* | -46% | 0% | ? | 67%[activator]
32 | CC(NC(=O)C(=O)N1CCOCC1)C(c1cccs1)N1CCN(c2ccccc2F)CC1 (stereo unspecified) | -3 | 6 | ? | / | 1% | ?
33 | O=C(O)COc1ccccc1C(Nc1ccccn1)c1cc(Cl)c2cccnc2c1O (stereo unspecified) | -3 | -2 | -5% | ? | -1% | 3%
34 | CSc1ccccc1NC(=O)C(=O)c1c[nH]c2ccccc12 | 117* | 42* | 99%[activator] | -9% | ? | 160%[activator]
35 | COCCCN(C(=O)Nc1ccc(C)c(C)c1)C(C)c1ccccn1 (stereo unspecified) | 3 | -1 | 13µM* | -5% | -10% | /
36 | Cc1cc(C(=O)COc2ccccc2Cl)c(C)n1C1CC1 | / | / | ? | / | -11% | 49%[activator]
37 | O=C1CCC([N+](=O)[O-])C(c2cccc(Br)c2)N1 (stereo unspecified) | 13 | -2 | 7% | 8% | 12% | -2%
38 | Cc1cc(C)n2nc(N)c(N=Nc3ccccc3)c2n1 | 58 | 25 | -21% | 1% | -6% | -1%
39 | c1ccc(NCCCNc2ccccc2)cc1 | 16 | 11* | -80% | -7% | -3% | -5%
40 | O=C(Nc1cccc(Cl)c1)N1CCN(C2c3ccccc3-c3ccccc32)CC1 | -4 | -1 | ? | -4% | -26% | 9.3µM*
41 | COC(=O)c1ccccc1NC(=O)c1ccc2c(c1)OCCO2 | 29 | -1 | ? | -2% | 10µM* | 4%
42 | CCCC(NCC(=O)Nc1ccccc1C(=O)NC1CC1)c1ccccc1 (stereo unspecified) | / | / | ? | / | -16% | ?
43 | CCN(CC)c1ncnc2sc3c(c12)CCC3 | -17 | -6 | 47%[activator] | 2% | -22% | 79%[activator]
44 | COc1cccc(/C(N)=N/OC(=O)Cc2ccccc2[N+](=O)[O-])c1 | 113* | 27* | ? | 3% | -16% | 35%[activator]
45 | CCN1C(=C(C#N)C#N)C=Cc2ccccc21 | -5 | 14 | ? | 1% | 1% | -4%
46 | CCCCC(CC)C1OCC(CN2CCCC2)O1 (stereo unspecified) | -10 | 2 | 319%[activator] | -6% | 0% | 39%[activator]
47 | C(=N\N=C\c1cccs1)/c1cccs1 | 71* | 45* | ? | 1% | 7% | 411%[activator]
48 | O=C(CN1C(=O)/C(=C/c2cccc(Br)c2)SC1=S)N1CCCC1 | -6 | -1 | 99%[activator] | 5% | ? | ?
49 | O=C1C2C3C=CC(C4CC34)C2C(=O)N1/N=C/c1ccc(-c2ccc(F)cc2[N+](=O)[O-])o1 (stereo unspecified) | 14 | 31* | 4.7µM* | -25% | ? | /
50 | CN1CCN(c2ccc(NC(=O)c3ccc(Cl)cc3)cn2)CC1 | 23 | 42* | ? | 2% | 14% | ?
51 | COc1ccc(-c2nc3scc(-c4ccccc4)n3n2)cc1 | 15 | 20 | / | -2% | ? | 43%[activator]
52 | N=c1c2c(-c3ccccc3)c(-c3ccccc3)n(Cc3ccco3)c2ncn1CCO | -6 | -6 | -19% | 0% | 13µM* | ?
53 | COc1ccc(NC(=O)CN(C)CC(=O)Nc2sc3c(c2C#N)CCC3)cc1 | / | / | 9.3µM* | / | -15% | ?
54 | Cc1cccc(OCC(=O)N2CCC(c3ccccc3)C2)c1 (stereo unspecified) | 79* | 30* | ? | -1% | -5% | 100%[activator]
55 | CN(C)CCCN(C(=O)c1cc2ccccc2oc1=O)c1nc2c(F)cccc2s1 | -14 | -5 | -13% | -8% | 7% | 3%
56 | Cc1ccc(-c2cc(-c3ccccc3)nc(NN)n2)cc1 | -3 | -2 | 49%[activator] | -16% | -1% | ?
57 | Cc1ccc(S(=O)(=O)N2[C@@H](c3ccc(F)cc3)C(C(=O)O)=CC[C@H]2c2cccs2)cc1 | / | / | ? | / | 16% | ?
58 | CC1(C)Cc2c(cnn2-c2ccccc2)C(NC(=O)C2(C(N)=O)CC2)C1 (stereo unspecified) | 12 | -3 | -7% | 0% | 25% | 9.3µM*
59 | CCNc1nc(NCC)n2c(SCC(=O)N(CC)C3CCCCC3)nnc2n1 | -9 | -2 | 7.4µM* | 8% | -6% | ?
60 | O=C(CNC(=O)c1ccc(Cl)cc1)OCCN1C(=O)c2ccccc2C1=O | / | / | 1% | / | 5% | -7%
61 | CCc1c(O)cc2n(c1=O)-c1ccccc1C2(C)C | -2 | 1 | -8% | 3% | 0% | 1%
62 | CCOc1ccc(C(=O)N2CCN(CCc3ccccc3)CC2)cc1OCC | / | 1 | ? | 16% | -6% | -2%

# A second format for some results above:
[42] CCCC(NCC(=O)Nc1ccccc1C(=O)NC1CC1)c1ccccc1 (stereo unspecified)
[51] COc1ccc(-c2nc3scc(-c4ccccc4)n3n2)cc1

assay / entry | 42 | 51
Shiga inhibitor | / | 15
Cycloheximide cs | / | 20
Pf growth 96h | ? | /
FBPA Giardia inh | / | -2%
HCV inh | -16% | ?
Pf growth 48h | ? | 43%[activator]

# Source: PubChem BioAssay (National Center for Advancing Translational Sciences (NCATS))
